# LEDGF integ inh: blockers of LEDGF/p75-dependent integrase strand transfer – biochemical, TR-FRET, high throughput, primary screen; inhibition, % at 3.7 µM; HIV-1 integrase (with human LEDGF/p75); TR-FRET IN-LEDGF/p75 DNA integration, Eu/Cy5; 0.64% of 370,000 active;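 active = inhibition above the screen-wide mean plus 3 SD, cut at about 13% in these data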;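 also: signal is the Cy5 over europium emission ratio at 671 and 618 nm; 0% = plate median of compound wells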
# TCR CD3 inh: inhibitors of human TCR-CD3 interaction, primary screen, biochemical, fluorescence, TAMRA-labeled TCR probe; T-cell receptor (TCR); inhibition, % at 9.4 µM; 0.37% of 360,000 active; AID 651800, 2012; in the data active = inhibition above about 19%;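 also: recombinant mutant TCR 2C K166C tagged with TAMRA read by polarization; 0% = receptor in buffer alone and 100% = receptor with positive control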
# KLK7 zymogen act: proKLK7 zymogen activators, primary screen, biochemical, fluorescence intensity | Kallikrein-7 (Homo sapiens), P49862 | purified proKLK7, EDANS-DABCYL substrate fluorescence; 100% is mature enzyme control, 0% vehicle | activation, % at 7 µM | 0.9% of 370,000 active | AID 652039, 2013;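 active = activation above the mean of all tested compounds plus 3 SD, computed per campaign excluding outliers beyond control limits, cut at about 13% in these data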
# Target sequence (P49862 whole entry, looked up): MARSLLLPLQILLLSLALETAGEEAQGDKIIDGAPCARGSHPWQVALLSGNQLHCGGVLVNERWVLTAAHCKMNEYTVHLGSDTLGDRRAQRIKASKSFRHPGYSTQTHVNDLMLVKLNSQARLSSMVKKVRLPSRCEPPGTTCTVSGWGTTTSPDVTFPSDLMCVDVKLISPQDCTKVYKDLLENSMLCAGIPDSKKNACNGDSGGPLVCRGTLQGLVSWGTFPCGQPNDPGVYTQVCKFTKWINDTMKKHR
# DDE Tn7 FP inh: inhibitors of Tn7 peptide binding to fibrin DD(E), primary screen, biochemical, fluorescence polarization, human fibrin, Tn7 probe; FP displacement of FITC-Tn7 peptide from fibrin DD(E); 0% = median of compound wells per plate; inhibition, % at 8.3 µM; 0.13% of 370,000 active; AID 720508, 2013;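 active = inhibition above the mean of compounds falling within the control limits plus 3 SD of them, cut at about 14% in these data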;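 also: 0% = plate median of compound wells and 100% = 10 µM Aha-Tn7 peptide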
# Target sequence (P02675 whole entry, looked up): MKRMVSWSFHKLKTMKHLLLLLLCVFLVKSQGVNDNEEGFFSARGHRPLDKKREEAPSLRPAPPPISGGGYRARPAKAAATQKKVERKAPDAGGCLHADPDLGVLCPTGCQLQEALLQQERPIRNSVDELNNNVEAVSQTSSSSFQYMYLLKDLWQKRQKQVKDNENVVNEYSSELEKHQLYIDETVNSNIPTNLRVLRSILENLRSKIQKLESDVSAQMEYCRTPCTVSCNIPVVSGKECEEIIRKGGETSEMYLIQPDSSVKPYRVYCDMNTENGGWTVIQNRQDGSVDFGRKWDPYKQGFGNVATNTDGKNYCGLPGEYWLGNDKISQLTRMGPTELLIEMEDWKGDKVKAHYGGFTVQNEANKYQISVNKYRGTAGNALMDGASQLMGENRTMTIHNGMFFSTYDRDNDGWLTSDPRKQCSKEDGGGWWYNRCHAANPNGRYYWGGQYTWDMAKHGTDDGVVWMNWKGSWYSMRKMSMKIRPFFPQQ
#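 Test system: human clot-derived fibrin DD(E) complex / Quantity: 2 µM final DD(E) protein / Incubation: 10 min plus 3 h, room temperature / Measured by: fluorescence polarization / Benchmarks: high control of 10 µM Aha-Tn7 peptide / Replicates: singlicate testing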
# Tn6 DDE FP: inhibitors of Tn6 peptide binding to fibrin DD(E), primary screen, biochemical, fluorescence polarization, human fibrin, Tn6 probe. inhibition, % at 8.3 µM. Fibrin DD(E) TRITC-Tn6 fluorescence polarization displacement. AID 720509, 2013. Fibrinogen beta chain (Homo sapiens), P02675. 0.21% of 370,000 active;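 active = inhibition above a per-campaign cutoff: mean of compounds within control limits plus 3 SD, cut at about 15% in these data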;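 also: 0% = median of all compound wells on the plate and 100% = blocking peptide control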
# TDP2 absorb: human TDP2 enzyme inhibitors, primary screen, biochemical, epi absorbance, recombinant enzyme | 0.34% of 370,000 active | Tyrosyl-DNA phosphodiesterase 2 (Homo sapiens), O95551 | inhibition, % at 12.8 µM | T5PNP hydrolysis, p-nitrophenol absorbance 415 nm;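 active = inhibition above the mean of all tested compounds plus 3 SD, set per campaign, cut at about 25% in these data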;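 also: 0% = DMSO with enzyme and 100% = buffer with substrate but no TDP2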
#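 Evaluation: % inhibition relative to enzyme-containing and enzyme-free wells. Material: recombinant human TDP2. Benchmarks: enzyme-free and DMSO wells. Timing: enzyme reaction with compound for 2 h at 37 °C. Compound dosing: 12.8 µM only. Measured by: p-Nitrophenol epi absorbance. Reagent: T5PNP substrate at 5 mM, a TopII-DNA adduct mimic. Replication: single well per compound.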
# UHRF1 binding: UHRF1 methylated DNA binding inhibitors, primary screen, counter-screen for MBD2 inhibitor project, biochemical, TR-FRET, human UHRF1, single concentration. E3 ubiquitin-protein ligase UHRF1 (Homo sapiens), Q96T88. inhibition, % at 4.4 µM. AID 687016, 2013. 0.75% of 370,000 active. UHRF1 binding to methylated oligo; in the data active = inhibition above about 21%;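 also: UHRF1 SRA domain binding a hemimethylated CpG hairpin DNA probe; 0% = median of test compound wells and 100% = reference inhibitor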
# PRMT1 inh: PRMT1 methyltransferase inhibitors, primary screen, biochemical, fluorescence polarization; inhibition, % at 2.79 µM; 1.3% of 370,000 active; recombinant PRMT1, activity-based probe fluorescence polarization;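 active = inhibition above about 21% made by adding two undisclosed values, limit read from the data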
# SIAE inh: human SIAE inhibitors, primary screen, biochemical, fluorescence polarization, FP-Rh probe, 1536-well HTS; 0.69% of 370,000 active; inhibition, % at 9.66 µM; AID 1053197, 2014; SIAE FP-Rh probe binding;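 active = inhibition above a cutoff: mean of compounds within the control limits plus 3 SD of those, cut at about 17% in these data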;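 also: 0% = plate median of compound wells and 100% = probe without SIAE protein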
# MBD2 inh: inhibitors of MBD2 binding to methylated DNA, primary screen, biochemical, TR-FRET, DNA-binding domain, human; MBD2 binding to methylated oligonucleotide; inhibition, % at 4.4 µM; 0.31% of 370,000 active; AID 686964, 2013; in the data active = inhibition above about 13%
# * = called active by the depositor; nt = not tested or not shown.
SMILES,LEDGF integ inh,TCR CD3 inh,KLK7 zymogen act,DDE Tn7 FP inh,Tn6 DDE FP,TDP2 absorb,UHRF1 binding,PRMT1 inh,SIAE inh,MBD2 inh
CCCCC(=O)Nc1ccc(NC(=O)C2CC2)nc1,0,5,-0.4,1,1,2,-1,-5,4,-3
O=C(COC(=O)/C=C/c1ccco1)NCc1ccco1,5,0,0.1,-5,7,7,20,18,1,8
CCN1CCN(CC(=O)Nc2ccc(C)cc2C)C(=O)C1=O,4,5,0.3,0,3,6,-2,-5,2,-4
Cc1cccc(NS(=O)(=O)c2cccc(C(=O)N3CCN(S(=O)(=O)c4ccccc4)CC3)c2)c1,6,-8,-0.7,-7,-1,-24,1,-1,-7,-6
COc1cccc(C(O)c2ncc(-c3cccc(F)c3)[nH]2)c1 (centres undefined),4,-2,0.2,-1,0,-2,4,4,6,2
O=C(Nc1cccc(C(F)(F)F)c1)C1Cc2c(-c3ccccc3)ccnc2O1 (centres undefined),-3,5,0.0,0,-11,-14,0,-5,-8,-4
Brc1ccc(-c2ncc(-c3ccccc3)cn2)cc1,2,-6,0.7,-1,-3,3,1,-1,3,-3
CC(NC(=O)c1ccc(NC(=O)CC2SC(N3CCCC3)=NC2=O)cc1)c1ccccc1 (centres undefined),2,3,0.5,-3,-3,-3,-1,-2,3,-3
Cc1cc(C)c(S(=O)(=O)Nc2cnc3ccccc3c2)c(C)c1,-2,1,-0.4,2,-7,5,-1,-1,-8,-1
O=C(O)/C(=C\c1ccc(Br)cc1)NC(=O)c1cccs1,4,6,-0.5,-9,3,8,1,2,-1,-4
Cn1ccnc1SCC(=O)NC1CCCCC1,-2,-2,-0.1,-6,3,9,0,1,0,0
Cn1ncc2c(Nc3cccc(C(=O)O)c3)ncnc21,3,-8,0.2,0,6,-3,-1,1,4,5
N#Cc1c(C(F)(F)F)cc(Cc2ccccc2)nc1SCC(=O)NCC(=O)O,0,-6,-0.2,4,1,4,-1,-2,3,0
COC(=O)CNC(=O)/C=C/c1cc(Br)ccc1OC,1,-2,1.4,-2,-6,-4,-5,-2,1,1
O=C(NC1CCCCC1)C(=O)c1c[nH]c2ccccc12,-2,5,0.3,-3,0,10,0,-3,3,0
CCN(CC)CCn1c(=N)n(CC(=O)c2ccc(C)cc2)c2ccccc21,-1,0,-0.7,-2,7,-14,-1,5,4,5
CC(=O)NN1C(=O)c2ccccc2NC1c1ccoc1 (centres undefined),4,2,11,-2,-4,-5,0,3,-5,3
CN(C)C(=S)Oc1ccccc1-c1ccccc1OC(=S)N(C)C,0,-9,0.8,4,-4,13,-4,-4,7,-6
CCOC(=O)C1=CCN(S(=O)(=O)c2ccccc2F)C1c1ccc(Br)cc1 (centres undefined),0,4,-0.3,8,3,1,-1,-2,3,-4
COc1ccc(NC(=O)C(C)N2c3cccc4cccc(c34)S2(=O)=O)cc1 (centres undefined),3,5,0.8,5,-3,-2,-8,-7,-2,-4
O=C(c1cc(-c2cccs2)on1)N1CCCCC1,3,2,0.5,4,5,2,-2,-2,1,-5
Cc1ccc(-n2nnnc2SC(C)C(=O)Nc2ccccc2-c2ccccc2)cc1 (centres undefined),-1,-2,0.0,-10,-2,0,8,-1,6,4
Cc1ccc(S(=O)(=O)N(C)c2ccc(OCC(=O)NC3=NCCS3)cc2)cc1,-2,5,0.2,-3,-5,1,-4,-5,-1,5
C=C(C)C1CCC2(C(=O)O)CCC3(C)C(CCC4C5(C)C(C=O)C(O)C(C)(C)C5CCC43C)C12 (centres undefined),2,4,0.4,-2,1,2,3,4,-2,-1
COC(=O)C1=C(C)NC(C)=C(C(=O)OC)C1c1ccc(OC(=O)c2ccco2)cc1,-2,3,0.4,9,-2,3,-2,-3,7,0
O=C(Nc1ncc(Cc2ccccc2)s1)C1CCCO1 (centres undefined),1,8,-0.1,-2,-5,-1,0,-7,-2,-3
Cc1cc2c(cc1S(=O)(=O)N(C)c1ccccc1)NC(=O)CO2,7,0,-0.2,-4,4,2,0,-2,-2,1
S=C(NC1CCCCC1)N1CCC(C2C=NC=N2)CC1 (centres undefined),-3,-2,-0.3,6,-6,-2,-1,6,-7,2
O=c1c2c(-c3ccc([N+](=O)[O-])cc3)ccnc2[nH]n1-c1ccccc1,2,2,-0.3,-3,-3,11,-5,2,8,-1
COc1cccc(CNC(=O)COC(=O)C2CCN(c3ccc(C(F)(F)F)cn3)CC2)c1,-2,-3,0.7,3,6,5,-1,-2,5,2
CCCc1nnc(NC(=O)CCC(=O)N2CCN(CCOc3ccc(C)cc3)CC2)s1,10,3,-0.3,-3,-4,1,1,-1,0,-5
Cc1ccc(NC(=O)c2ccccc2)cc1-n1cnnn1,0,6,-0.3,-7,-1,9,-3,2,7,0
Cc1sc2ncnc(SCC(=O)Nc3ccc(S(=O)(=O)N4CCOCC4)cc3)c2c1C,1,-5,-0.3,-6,3,4,4,0,-32,2
Cc1ccc(-c2cc(C(=O)NC3CCCCC3)no2)cc1,2,2,-0.7,-2,2,-3,1,-1,2,-5
CNC(=O)NC(=O)COC(=O)CCc1nc(=O)c2ccccc2n1C,-6,-2,0.1,3,-6,6,4,2,1,4
Cc1cc2nc(N)sc2cc1[N+](=O)[O-],-3,-8,-1.4,0,0,-6,2,1,-1,-1
COc1ccccc1C(=O)NCCCNc1nc2cc(C)cc(C)c2cc1C#N,6,-3,2.5,-2,-1,7,0,3,1,-1
C=CCn1c(SCC(=O)c2c(N)n(C)c(=O)n(C)c2=O)nnc1-c1ccoc1C,0,-2,0.2,-3,9,0,0,3,3,5
COc1cc2c(cc1NC(=O)CSc1ccc(C)cc1)oc1ccccc12,1,2,0.8,1,6,5,1,-4,-13,0
COc1ccc(CC(CC(=O)O)C(=O)Nc2ccc(Cl)c(Cl)c2)cc1 (centres undefined),2,-1,-0.3,-1,-8,5,-3,-1,7,-6
CCc1nc(OCCN(CC)CC)c2oc3ccccc3c2n1,2,-7,0.4,-6,-4,3,-4,-3,-3,1
CCCCN(CC)C(=O)Cn1cnc2sc(C)c(S(=O)(=O)N3CCC(C)CC3)c2c1=O,0,4,-0.4,-4,-1,7,-3,0,-2,-2
COc1ccc(C(=O)NCCS(=O)(=O)N2CCN(C(=O)c3ccco3)CC2)cc1,-7,-6,-0.4,-3,4,-16,2,-1,3,3
O=C(CSc1nnc(-c2ccccn2)n1-c1ccccc1)Nc1ccc2c(c1)OCCO2,1,nt,-0.1,5,-1,-6,0,0,-4,2
CCOCCCNC(=O)CN(Cc1ccc(Cl)cc1)S(C)(=O)=O,1,-5,0.2,-2,-7,-5,4,4,3,-2
Cc1ccc(C(=O)O/N=C\c2ccc(N3CCOCC3)c([N+](=O)[O-])c2)cc1,3,-7,-1.0,-3,1,-6,1,4,4,2
O=C(/C=C/c1ccc(F)cc1)NC(=S)NC1CCCCC1,2,-12,-0.5,3,-5,3,3,4,-5,6
Cc1cc(/C=N/n2cnnc2)c(C)n1-c1ccccc1,1,4,0.3,1,9,-8,1,0,0,0
O=C(CSc1cccc(C(F)(F)F)c1)NC(=O)c1ccccc1,1,-4,0.0,-6,-5,-19,1,0,-3,-3
Cc1cccc(N(CC(=O)NCCc2ccccc2)C(=O)CCC(=O)Nc2ccccn2)c1C,-3,-2,-0.3,-4,9,-3,0,-1,7,1
# Next part.
SMILES,LEDGF integ inh,TCR CD3 inh,KLK7 zymogen act,DDE Tn7 FP inh,Tn6 DDE FP,TDP2 absorb,UHRF1 binding,PRMT1 inh,SIAE inh,MBD2 inh
O=C(Nc1c(F)c(F)c(F)c(F)c1F)OC[C@@H]1CSCCS(=O)(=O)N1,3,-2,0.6,-11,-3,-3,3,-2,-3,0
CC(C)n1nnnc1C1(C)CCCCC(=O)N1Cc1cccc(C(F)(F)F)c1 (centres undefined),4,nt,-0.8,-5,9,-1,2,-1,0,3
COc1ccc(CN(Cc2nc3ccccc3c(=O)[nH]2)C(=O)NC2CCCCC2)cc1,2,-4,0.4,-4,-2,4,1,1,6,-2
Cc1ccc(-c2cc(C(=O)N3CCOCC3)c3ccccc3n2)o1,1,-1,112*,-3,-12,4,0,14,3,-2
Cc1ccc(C(=O)CCNc2cccc(Br)c2)o1,0,8,0.7,10,5,-7,-2,3,-1,-2
CC(=O)Nc1ccc(S(=O)(=O)NC2Cc3ccccc3C2)cc1,-4,3,-0.2,-4,6,18,0,0,0,0
O=C(NC1CCCCN(Cc2ccc(Cl)cc2)C1=O)c1cccc(F)c1 (centres undefined),-1,nt,0.5,-3,3,-10,8,6,-4,2
CCC(Sc1nc2ncccc2[nH]1)C(=O)NCCc1ccccc1 (centres undefined),1,2,0.5,-8,6,-1,1,0,2,-7
O=C(Cn1cnc2ccccc2c1=O)NCCC(=O)Nc1ccc2c(c1)OCO2,3,-4,0.0,-5,1,3,-1,-7,-4,-4
O=C(CSc1nnc(C2CC2)n1Cc1ccccc1)c1cc2ccccc2o1,1,-1,0.2,2,5,3,12,8,2,-3
Cn1ccc2c(-c3cccc(C=O)c3F)cc3c(c21)C1CCC3C1 (centres undefined),4,2,0.5,-4,6,-7,-3,4,5,-3
CCCCCOC(=O)Nc1ccc(S(=O)(=O)Nc2cccc([N+](=O)[O-])c2)cc1,-2,4,0.6,-1,0,0,-1,-1,-7,-4
COc1cc(/C=C2/SC(=S)N(CC(=O)O)C2=O)ccc1OC(=O)c1ccco1,-4,-9,-0.3,1,-3,3,-1,2,-5,0

# Of the compounds above, three have a Cl atom.
SMILES,LEDGF integ inh,TCR CD3 inh,KLK7 zymogen act,DDE Tn7 FP inh,Tn6 DDE FP,TDP2 absorb,UHRF1 binding,PRMT1 inh,SIAE inh,MBD2 inh
COc1ccc(CC(CC(=O)O)C(=O)Nc2ccc(Cl)c(Cl)c2)cc1 (centres undefined),2,-1,-0.3,-1,-8,5,-3,-1,7,-6
CCOCCCNC(=O)CN(Cc1ccc(Cl)cc1)S(C)(=O)=O,1,-5,0.2,-2,-7,-5,4,4,3,-2
O=C(NC1CCCCN(Cc2ccc(Cl)cc2)C1=O)c1cccc(F)c1 (centres undefined),-1,nt,0.5,-3,3,-10,8,6,-4,2

# Screening data from PubChem.

# Compounds were not picked by outcome; any-hit rate near 4.6%.
